Screening results: PubChem, National Center for Advancing Translational Sciences (NCATS)
CBFb-RUNX1 inh: inhibitors of human CBF-beta and RUNX1 interaction; 230,000 tested, under 10 active; Potency, µM (series often up to 59.8 µM), inactives show at the top dose activity, negative = inhibition, usual class: inhibitors; AID 1477; Q01196+Q13951; AlphaScreen CBFb-His/RUNX1-biotin binding, biochemical; note: % of control where 0% means no effect
Target sequence (Q01196 whole entry, looked up): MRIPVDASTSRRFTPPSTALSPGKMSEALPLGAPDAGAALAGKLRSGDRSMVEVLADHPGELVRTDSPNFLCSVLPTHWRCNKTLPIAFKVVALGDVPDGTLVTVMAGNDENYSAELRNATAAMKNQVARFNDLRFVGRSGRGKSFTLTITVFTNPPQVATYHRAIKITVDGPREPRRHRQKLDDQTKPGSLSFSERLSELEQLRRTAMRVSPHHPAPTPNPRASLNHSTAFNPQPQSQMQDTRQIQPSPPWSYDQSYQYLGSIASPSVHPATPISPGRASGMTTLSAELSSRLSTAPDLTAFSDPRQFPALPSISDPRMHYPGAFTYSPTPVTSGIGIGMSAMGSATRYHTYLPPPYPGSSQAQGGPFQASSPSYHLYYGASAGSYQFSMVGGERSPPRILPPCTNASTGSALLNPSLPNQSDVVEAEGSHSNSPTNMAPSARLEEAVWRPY
Target sequence (Q13951 whole entry, looked up): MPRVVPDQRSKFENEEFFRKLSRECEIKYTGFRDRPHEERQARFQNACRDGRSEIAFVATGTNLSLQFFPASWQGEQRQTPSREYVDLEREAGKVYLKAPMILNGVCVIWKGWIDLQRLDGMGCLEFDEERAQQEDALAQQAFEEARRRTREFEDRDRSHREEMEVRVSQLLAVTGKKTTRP
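Room-temperature protein-protein interaction test with 30 nM each of His-tagged CBF-beta and biotinylated RUNX1, 15 min with compound, then 90 min with nickel plus streptavidin beads. Signal read in AlphaScreen mode.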
IMPase Li cell: IMPase inhibition in cells with lithium potentiation; CHO-M1 cells, IP1 TR-FRET (IP-One), carbachol + lithium; Potency, µM (highest dose often 59.4 µM), for the others: top-dose activity, negative = IMPase inhibition, most hits filed as inhibitors; 210,000 compounds, 0.35% hits;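 note: IP1 builds up when IMPase is blocked and the TR-FRET signal falls; potency is the fitted concentration of half-maximal effect; plate controls were basal vehicle for no effect and high inhibitor control for full effect; nearly all actives have a fitted effect of over 50% in size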
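CHO cells stably expressing M1 receptor (2000/well, cultured 16–30 h) treated 30 min at 37C with compound plus low lithium. Cytosolic IP1 by TR-FRET (665/620 ratio and 620 channel) after 10 min lysis; AC50 by Hill fit.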
HTT aggregate: mutant huntingtin aggregation inhibition; PC12 HttQ103-GFP aggregates, Acumen cytometry, 40 h; Potency, µM (top dose mostly 46.1 µM), inactives show at the highest dose activity change, negative = inhibition, usual class: inhibitors; 220,000 compounds, 1.1% hits; AID 1688; note: potency is the fitted concentration of half-maximal effect; % is set by controls: 0 for no effect and ±100 for the full control effect; nearly all actives have a fitted effect of over 60% in size
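Huntingtin Q103 exon 1–GFP aggregates in induced PC12 cells (100 nM tebufenozide) were quantified by cytometry from lysates, with compounds dosed in titration.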
Epigenetic reg: derepresses silenced GFP reporter in murine cells. murine LDR cells, GFP reporter derepression, 30 h. Potency, µM (titrated, usually from 53.9 µM), for inactives: top-dose GFP activation, actives largely listed as activators. 280,000 compounds, 0.2% hits. AID 1865; note: potency is the fitted concentration of half-maximal effect; % of control where 0% means no effect; nearly all actives have a fitted effect of over 60% in size
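Reporter derepression read as number of fluorescent GFP-positive objects, 20-120 um in size, counted by laser-scanning cytometer. Mouse LDR line with an epigenetically silenced CMV-GFP locus; compound incubation 30 h, 37 C.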
Luc counter: blocks Kinase-Glo luciferase, a counter-screen artifact; Q27757; Kinase-Glo luciferase, ATP luminescence, 8 min; Potency, µM (doses to about 38.3 µM), for inactives: at the highest dose activity change, negative = inhibition, usual class: inhibitors; 200,000 compounds, 0.28% hits; note: potency is the fitted concentration of half-maximal effect; % is set by controls: 0 for no effect and ±100 for the full control effect; nearly all actives have a fitted effect of over 60% in size
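Compounds were added to a substrate mix at pH 7.2 (50 mM imidazole, 10 uM ATP, within the enzyme's linear range), followed by Kinase-Glo detection reagent; luminescence was measured after 8 minutes at ambient temperature.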
Lamin A splicing: modulators of lamin A splicing; HeLa LMNA splicing GFP/RFP minigene ratio, 48 h; AID 1487; Potency, µM (series often up to 46.1 µM), for inactives: at the top dose ratio change, negative = inhibition, usual class: inhibitors; 200,000 compounds, 0.01% hits; active = well fitted inhibition curve with a large enough effect in the signal ratio, with a control signal flat, not every such curve was filed as active; inconclusive = small, poorly fitted or top-dose-only effect, or effect the other way, or a change in a side signal; the % refers to the signal ratio; note: potency is the fitted concentration of half-maximal effect; % is set by controls: 0 for no effect and ±100 for the full control effect
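Read-out is the ratio of GFP to DsRed2 object intensity, acquired by 488 nm laser-scanning cytometry on HeLa lamin A-EGFP minigene reporter cells. Compound incubation 48 hrs at 37 °C in Opti-MEM with 2% FBS; DMSO 0.5% final.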
NPSR antag: blocks cAMP signaling of the human neuropeptide S receptor; Q6W5P4; CHO-NPSR cells, cAMP TR-FRET, antagonist mode; Potency, µM (top dose mostly 38.3 µM), inactives show top-dose activity change, negative = inhibition, most hits filed as inhibitors; 220,000 compounds, 1% hits; AID 1461; note: potency is the fitted concentration of half-maximal effect; % is set by controls: 0 for no effect and ±100 for the full control effect; nearly all actives have a fitted effect of over 50% in size; many of its hits are not listed in these tables
Target sequence (Q6W5P4 whole entry, looked up): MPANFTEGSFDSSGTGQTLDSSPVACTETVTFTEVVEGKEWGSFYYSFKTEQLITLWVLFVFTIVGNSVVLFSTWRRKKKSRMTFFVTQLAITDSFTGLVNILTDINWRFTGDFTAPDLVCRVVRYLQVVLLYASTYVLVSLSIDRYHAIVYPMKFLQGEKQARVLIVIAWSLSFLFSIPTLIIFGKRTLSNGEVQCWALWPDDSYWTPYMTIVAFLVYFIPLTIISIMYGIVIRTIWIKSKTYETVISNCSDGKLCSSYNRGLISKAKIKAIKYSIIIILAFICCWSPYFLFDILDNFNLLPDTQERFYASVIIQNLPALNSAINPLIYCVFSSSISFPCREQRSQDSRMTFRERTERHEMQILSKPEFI
* hit, by the source's call; ? = inconclusive; . = no result given; [ ] = another dose, or the depositor's remark. Unless noted, calls come from the whole dose curve; as a rule, active = well fitted curve in the direction sought with a large enough effect; inconclusive = small, poorly fitted or top-dose-only effect, or another doubt; inactive = no such curve, though single readings can be large; an effect the other way counts as inactive or inconclusive. This is a subset; count on the stated rates, not on these rows.

Field names: A = CBFb-RUNX1 inh; B = IMPase Li cell; C = HTT aggregate; D = Epigenetic reg; E = Luc counter; F = Lamin A splicing; G = NPSR antag
O=C(CC(=O)c1ccccc1)Nc1cccnc1Cl
  A: 0%	B: -3%	C: -16%	D: 0.0%	E: -6%	F: 0%	G: 0%[46.1 µM]

Cc1ccc2nc(-c3ccc(SCC(=O)Nc4nnc(C)s4)nc3)[nH]c2c1
  A: 5%	B: 22%	C: 16µM*	D: -1.1%	E: -18%	F: ?	G: ?

O=C(/C=C/c1cnc2ccccc2n1)NC12CC3CC(CC(C3)C1)C2
  A: -7%	B: 7%	C: -5%	D: 0.0%	E: -1%	F: ?	G: -28%[46.1 µM]

COc1ccc(-c2cc(=O)c(C(=O)c3ccc(C)cc3)n[nH]2)cc1
  A: -15%	B: -8%	C: 14%	D: 1.4%	E: -2%	F: ?	G: 1%

Cc1cc(C)n(C(=O)CCCn2cc([N+](=O)[O-])cn2)n1
  A: 0%	B: ?	C: -17%	D: 3.4%	E: -2%	F: .	G: -1%

CN(C)S(=O)(=O)Nc1ccc2c(c1)Cc1ccccc1-2
  A: 5%	B: 20%[38.3 µM]	C: -16%	D: -1.0%	E: 0%	F: -11%	G: -3%[46.1 µM]

Cc1c(Cl)cccc1NC(=O)CSc1nnc(C)n1-c1ccccc1
  A: 3%	B: 5%[38.3 µM]	C: ?	D: -2.9%	E: -2%	F: 16%	G: -4%[46.1 µM]

CC(=O)Nc1c(NCC(C)C)c2ccccc2oc1=O
  A: -2%	B: 6%[38.3 µM]	C: 2%	D: 1.6%	E: 4%	F: 7%	G: -9%[46.1 µM]

COc1ccccc1OCc1nc(-c2cccc([N+](=O)[O-])c2)no1
  A: -9%	B: 19%	C: 0%	D: -1.4%	E: 0%	F: -21%[46 µM]	G: -3%

O=C1c2ccccc2-c2onc3ccc(NCc4ccco4)c1c23
  A: ?	B: 48%[activator][38.3 µM]	C: 4%[9.22 µM]	D: 2.4%	E: -12%	F: ?	G: ?

N#Cc1c(NC(=O)CSc2nnc(-c3ccccc3)o2)sc2c1CCCC2
  A: -9%	B: -1%[38.3 µM]	C: -3%	D: 0.4%	E: 4%	F: -7%	G: -22%[46.1 µM]

NC(=O)CCNC(=O)c1ccc(Cl)cc1
  A: -1%	B: 36%[38.3 µM]	C: -1%	D: 0.0%	E: -2%	F: 11%	G: 6%[46.1 µM]

O=C(O)CCC(=O)CCC(=O)c1ccccc1
  A: 4%	B: -16%[38.3 µM]	C: -2%	D: -1.4%	E: -2%	F: -5%	G: 3%[46.1 µM]

O=C(CCl)Nc1ccc(Oc2cnc3ccccc3n2)cc1
  A: -2%	B: 9%[38.3 µM]	C: ?	D: 0.0%	E: -3%	F: ?	G: -8%[46.1 µM]

CCCCc1nnc(NC(=O)CSc2nc(O)c(Cc3ccccc3)c(=O)[nH]2)s1
  A: -3%	B: -11%	C: 4%	D: 0.5%	E: 6%	F: .	G: 6%

Cc1ccc(O)c(-c2cc(C(=O)Nc3c(C)n(C)n(-c4ccccc4)c3=O)[nH]n2)c1
  A: -1%	B: -3%	C: -15%	D: 3.2%	E: -1%	F: ?	G: 4%

CCOC(=O)c1[nH]cnc1C(=O)NC1CCCCC1
  A: 4%	B: 13%[38.3 µM]	C: -10%	D: 0.0%	E: -2%	F: 1%	G: -6%[46.1 µM]

Nc1[nH]n(-c2ccccc2)c(=O)c1N=Nc1ccccc1
  A: ?	B: .	C: 14%[9.22 µM]	D: 1.1%	E: .	F: 3%[46 µM]	G: 46%

CN1CCN(c2ccc(C(=O)c3cn(-c4ccc(F)c(Cl)c4)nn3)cc2)CC1
  A: 23%	B: 14%	C: -1%	D: -0.2%	E: 1%	F: -26%[46 µM]	G: 2%

C=CCOc1ccc(C2C(C#N)=C(N)N(Nc3ccccc3)C3=C2C(=O)CC(C)(C)C3)cc1OC (configuration not stated)
  A: -2%	B: 3%[38.3 µM]	C: 10%	D: -2.0%	E: 3%	F: ?	G: ?

Part of the list above, limited to HTT aggregate, IMPase Li cell and Lamin A splicing:
Molecule,HTT aggregate,IMPase Li cell,Lamin A splicing
NC(=O)CCNC(=O)c1ccc(Cl)cc1,-1%,36%[38.3 µM],11%
Cc1ccc(O)c(-c2cc(C(=O)Nc3c(C)n(C)n(-c4ccccc4)c3=O)[nH]n2)c1,-15%,-3%,?

Next section
Field names: A = CBFb-RUNX1 inh; B = IMPase Li cell; C = HTT aggregate; D = Epigenetic reg; E = Luc counter; F = Lamin A splicing; G = NPSR antag
COc1cc(C(C)=O)ccc1COc1ccc(C(=O)OCC(=O)NC2CCS(=O)(=O)C2)cc1OC (configuration not stated)
  A: -4%	B: -1%	C: 4%	D: -1.8%	E: 4%	F: -1%	G: 13%

Cc1cccc(CC2CC(=O)N(c3ccccc3)C2=O)c1 (configuration not stated)
  A: -8%	B: 40%[38.3 µM]	C: 13%	D: -1.1%	E: 4%	F: 9%	G: -9%[46.1 µM]

CCS(=O)(=O)N1CCC(C(=O)NCCc2ccccc2)CC1
  A: 2%	B: 0%[38.3 µM]	C: 30%	D: 1.4%	E: -5%	F: 12%	G: 4%[46.1 µM]

O=C(Cn1c(=O)oc2ccccc21)Nc1ccc2c(c1)OCCO2
  A: 9%	B: 16%[38.3 µM]	C: 9%	D: -1.1%	E: 6%	F: -4%	G: -14%[46.1 µM]

CCC(CC)=N/N=C/c1c(O)n(CC)c2cc(C3=NNC(=O)CC3)ccc12
  A: -8%	B: 6%	C: -4%	D: -1.2%	E: -9%	F: -5%	G: -14%[46.1 µM]

c1ccc(Cn2nnc3c(NCc4ccc5c(c4)OCO5)ncnc32)cc1
  A: 3%	B: .	C: -34%[9.22 µM]	D: 8.7%	E: .	F: .	G: -23%

CNC(=O)c1c(Cl)cnn1-c1ccccc1
  A: 2%	B: -1%	C: -4%	D: -10%	E: 4%	F: .	G: -3%

CC(=O)Nc1ccc(C2(O)COc3ccccc3O2)cc1 (configuration not stated)
  A: 8%	B: -7%[38.3 µM]	C: 10%	D: -2.9%	E: -2%	F: -3%	G: -10%[46.1 µM]

Cc1ccc(NC(=S)NC(C)CCc2ccccc2)cc1C (configuration not stated)
  A: -1%	B: 10%	C: -27%	D: -1.2%	E: 2%	F: ?	G: -25%

c1ccc(OCCOc2ncnc3sccc23)cc1
  A: 10%	B: -1%[38.3 µM]	C: -15%	D: 3.2%	E: -6%	F: 3%	G: -8%[46.1 µM]

Cc1csc(SCC(=O)Nc2ncc(Cl)c(C)c2Cl)n1
  A: 2%	B: 2%[38.3 µM]	C: ?	D: -1.4%	E: 2%	F: 6%	G: -4%[46.1 µM]

CCN(CC)c1ccc(/C=N/Nc2ccc(C)cc2)c(O)c1
  A: -26%	B: 3%	C: 11%	D: 0.0%	E: 1%	F: ?	G: -4%

O=C1c2cccc3c(Cl)ccc(c23)C(=O)N1O
  A: 0%	B: -9%[38.3 µM]	C: 4%	D: 0.0%	E: -3%	F: ?	G: -3%[46.1 µM]

CC1(C)Cc2ccccc2-c2nc(NCCO)n(-c3ccccc3)c(=O)c21
  A: -4%	B: 7%[38.3 µM]	C: -24%	D: 0.0%	E: -2%	F: -10%	G: -22%[46.1 µM]

Cc1ccc(/C(N)=N/OC(=O)COc2ccccc2Cl)cc1
  A: ?	B: 7%[38.3 µM]	C: -10%	D: 1.3%	E: -3%	F: -6%	G: -12%[46.1 µM]

COC(=O)CSC1=C(C#N)C(c2sccc2C)CC(=O)N1 (configuration not stated)
  A: 0%	B: 2%	C: -3%	D: -1.0%	E: 3%	F: ?	G: 7%

CCOc1cc(Br)c(C(=O)O)cc1OC
  A: -2%	B: 1%[38.3 µM]	C: 4%	D: 0.7%	E: -1%	F: 25%	G: -3%[46.1 µM]

O=C(NCCCN1CCC(Cc2ccccc2)CC1)C1CC(=O)N(C2CCCC2)C1 (configuration not stated)
  A: 8%	B: 47%[activator][38.3 µM]	C: -8%	D: 0.0%	E: -2%	F: -10%	G: -18%[46.1 µM]

Cc1ccccc1NC(=S)C1=C(O)c2sccc2N(C)S1(=O)=O
  A: -9%	B: 17%[38.3 µM]	C: 25%	D: 0.8%	E: -2%	F: -11%	G: 1%[46.1 µM]

Cc1cc(C)c(C#N)c(SCc2cc3c(cc2Cl)OCO3)n1
  A: 2%	B: 19%[38.3 µM]	C: -4%	D: -1.4%	E: -1%	F: ?	G: -14%[46.1 µM]

Cc1cc(NC(=O)CCC(=O)N(CCc2ccccc2)C(C(=O)NC2CCCC2)c2ccco2)no1 (configuration not stated)
  A: 1%	B: 22%[38.3 µM]	C: -15%	D: 0.0%	E: 1%	F: -3%	G: -16%[46.1 µM]

COc1ccc(NC(=O)c2ccco2)cc1NC(=O)c1c(F)c(F)c(OC)c(F)c1F
  A: 8%	B: 19%[38.3 µM]	C: -3%	D: 1.1%	E: 1%	F: 9%	G: 3%[46.1 µM]

CCn1c(C)cc(/C=C2/NC(=O)N(CC(=O)Nc3cccc(C)c3)C2=O)c1C
  A: -12%	B: -8%	C: 10%	D: 0.0%	E: 4%	F: -18%	G: 10%

COC(=O)c1ccc(C2C(Oc3ccccc3)C(=O)N2CCc2ccc(OC)c(OC)c2)cc1 (configuration not stated)
  A: 3%	B: 2%[38.3 µM]	C: 14%	D: 0.8%	E: 0%	F: 7%	G: -8%[46.1 µM]

Cc1nnc(NC(=O)CSc2ncnc3scc(-c4ccccc4)c23)s1
  A: 0%	B: ?	C: 24%	D: 0.0%	E: -1%	F: -1%	G: -2%[46.1 µM]

CCOC(=O)C1CCCN(C(=O)c2cccc([N+](=O)[O-])c2C)C1 (configuration not stated)
  A: -8%	B: 0%	C: 5%	D: 0.1%	E: 1%	F: .	G: 13%

CN(C)C(=O)c1ccc(-n2cnc3ccccc3c2=O)cc1
  A: 7%	B: 2%	C: 4%	D: -0.4%	E: -2%	F: 2%[46 µM]	G: 3%

O=C(Nc1nnc(-c2ccccc2)o1)NC1CCCCC1
  A: 7%	B: -8%[38.3 µM]	C: ?	D: 2.9%	E: 11%	F: 3%	G: -24%[46.1 µM]

CCSc1nnc(NC(=O)Cn2cnc3c2c(=O)n(C)c(=O)n3C)s1
  A: -8%	B: -2%	C: 7%	D: 0.0%	E: -2%	F: 20%[46 µM]	G: 11%
